High-throughput results (PubChem)
HTR2A ag – mouse Htr2a agonists via beta-arrestin recruitment, primary screen, cell-based, luminescence. CHO-K1 mHTR2A beta-arrestin complementation; percent of 30 µM serotonin response. activation, % at 7.6 µM. 0.66% of 360,000 active;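 active means activation above a run cutoff, the mean activation of all tested compounds plus 3 SD, cut at about 14% in these data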;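 further: 0% = plate median of compound wells and 100% = 30 µM serotonin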
MC4R barr agon – MC4R agonists recruiting beta-arrestin, primary screen, cell-based, luminescence, agonist arm of biased-ligand search | Melanocortin receptor 4 (Homo sapiens), P32245 | U2OS MC4R beta-arrestin complementation; percent of melanotan II response, DMSO zero | activation, % at 8.9 µM | 0.98% of 360,000 active | AID 540308, 2011;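 active means activation above a per-plate cutoff, the mean activation of sample wells on that plate plus 3 SD, cut at about 8% in these data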
PDI inh – inhibitors of human PDI, primary screen, biochemical, turbidity, single point, plate reader. Protein disulfide-isomerase (Homo sapiens), P07237. AID 588391, 2011. PDI insulin aggregation turbidity, A650, 90 min. inhibition, % at 10 µM. 0.052% of 350,000 active;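 active means mean inhibition across replicates of 30% or more, whatever share of single replicates reach that level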;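 further: absorbance from insulin aggregation driven by PDI reduction with DTT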
Exocytosis inh – LAMP-1 surface exposure blockers, TALL-104 cells – cell-based, flow cytometry, MLPCN library, primary screen | TALL-104 LAMP-1 surface exposure; cells stimulated with thapsigargin and PMA | inhibition, % at 10 µM | 0.66% of 360,000 active | AID 651702, 2012;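 active means inhibition above about 55%, limit read from the data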
N-glyco inh – increase of ERlucT glycosylation luciferase signal, primary screen, N-linked glycosylation inhibitor project, D54 ERlucT cells, luminescence, set 2; D54 ERlucT glycosylation luciferase reporter, 24 h; percent of 100 nM tunicamycin response; reporter increase, % at 12.5 µM; 0.23% of 360,000 active;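 active means mean luciferase reporter signal, scaled so untreated is 0 and the glycosylation-blocking control 100, at or above a set limit in every replicate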;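 further: luciferase carries N-glycosylation sites so blocking glycosylation raises the light; 0% = median of neutral control wells and 100% = median of 100 nM tunicamycin wells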
Cardio protect – cardioprotection against H2O2-induced cell death, primary screen, uHTS, H9c2 cells, ATPLite luminescence | H9c2 cardiomyocytes, H2O2 injury protection, 2 h | protection from H2O2 cell death, % at 20 µM | 0.63% of 360,000 active;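 active means compounds giving at least 50% protection of heart cells from peroxide-induced death in the single-dose screen, raw or plate-pattern-corrected value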;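 further: 0% = DMSO wells with peroxide and 100% = DMSO wells without peroxide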
CaV13 FRET inh – Primary screen for inhibitors of IQ motif and Ca2+-dependent inactivation inhibitor domain binding in CACNA1D, Förster resonance energy transfer in living cells, …; HEK cells, CFP/YFP FRET ICDI-IQ, plate reader, 10 min; percent FRET-ratio fall versus neutral wells; inhibition, % at 12.3 µM; 0.098% of 340,000 active;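 active means mean replicate inhibition of at least 30% and at least 1% of replicates passing that level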;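 further: 0% = median of the neutral control wells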
ABHD5 PLIN5 PPI – ABHD5-PLIN5 interaction inhibitors, primary screen, cell lysate, split luciferase complementation, luminescence; Split G. princeps luciferase complementation, 4 h; AID 602281, 2012; inhibition, % at 4 µM; 0.78% of 360,000 active;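 active means inhibition above the mean inhibition across every tested compound plus 3 SD, cut at about 22% in these data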;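 further: 0% = DMSO only wells and the 100% control is not disclosed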
Target sequence (Q00G26 whole entry, looked up): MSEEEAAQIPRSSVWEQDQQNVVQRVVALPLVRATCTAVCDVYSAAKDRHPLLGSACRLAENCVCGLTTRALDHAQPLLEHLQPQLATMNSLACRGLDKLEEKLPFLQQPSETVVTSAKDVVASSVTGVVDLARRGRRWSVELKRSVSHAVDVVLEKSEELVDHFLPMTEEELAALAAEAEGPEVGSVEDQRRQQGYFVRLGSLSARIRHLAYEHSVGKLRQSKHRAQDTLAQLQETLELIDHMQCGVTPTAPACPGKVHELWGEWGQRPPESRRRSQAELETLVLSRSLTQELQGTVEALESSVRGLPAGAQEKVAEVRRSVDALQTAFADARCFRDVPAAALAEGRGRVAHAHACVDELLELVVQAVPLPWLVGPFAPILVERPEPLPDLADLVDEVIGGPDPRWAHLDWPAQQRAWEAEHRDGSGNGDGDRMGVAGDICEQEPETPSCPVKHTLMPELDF
Target sequence (Q8WTS1 whole entry, looked up): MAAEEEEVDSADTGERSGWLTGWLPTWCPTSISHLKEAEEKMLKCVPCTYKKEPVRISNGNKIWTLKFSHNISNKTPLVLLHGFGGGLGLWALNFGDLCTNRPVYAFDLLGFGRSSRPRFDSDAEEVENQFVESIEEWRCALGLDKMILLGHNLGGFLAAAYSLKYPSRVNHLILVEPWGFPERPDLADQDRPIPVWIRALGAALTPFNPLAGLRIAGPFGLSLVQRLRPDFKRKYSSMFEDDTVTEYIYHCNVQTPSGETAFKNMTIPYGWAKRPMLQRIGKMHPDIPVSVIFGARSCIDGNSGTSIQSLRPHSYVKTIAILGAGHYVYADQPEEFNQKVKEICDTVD
ABCB6 inh MLPCN – ABCB6 transporter inhibitors, primary screen, K562-ABCB6 cells, flow cytometry, MLPCN library; ATP-binding cassette sub-family B member 6 (Homo sapiens), Q9NP58; K562-ABCB6 porphyrin accumulation, 1 h; hits give low values; fluorescence ratio to DMSO, % at 10 µM; 0.19% of 360,000 active;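 active means fluorescence ratio to DMSO below 75%, the collection mean minus 3 SD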;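 further: signal is porphyrin accumulated inside mitochondria; 100% equals median channel fluorescence of DMSO control wells; lower ratio means ABCB6 inhibition with less porphyrin fluorescence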
MC4R antag cAMP – MC4R antagonists of cAMP signaling, primary screen, cell-based, TR-FRET, antagonist arm of biased-ligand search | MC4R-expressing cells, MTII-stimulated cAMP, LANCE TR-FRET | inhibition, % at 6.5 µM | 0.48% of 360,000 active | AID 540295, 2011;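 active means inhibition above its plate's cutoff, the mean of tested wells on that plate plus 3 SD, cut at about 29% in these data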;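 further: 0% = Melanotan II alone and 100% = Melanotan II plus saturating MCL0020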
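material = U2OS cells stably expressing human melanocortin 4 receptor (MC4R) | also added = Melanotan II challenge | dosing = single nominal compound dose of 6.5 µM | detection = TR-FRET with Eu-cAMP and labeled anti-cAMP, 671 nm | replication = singlicate | timing = compound 30 min, challenge 1 h, detection 1 h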
* marks the source's active call; other numbers are inactive results; i = inactive; . = not tested or not shown.

Screens in order: HTR2A ag | MC4R barr agon | PDI inh | Exocytosis inh | N-glyco inh | Cardio protect | CaV13 FRET inh | ABHD5 PLIN5 PPI | ABCB6 inh MLPCN | MC4R antag cAMP
CC1(C(=O)NS(=O)(=O)c2cccc(C#N)c2)CCN1C(=O)C1(c2ccc(Cl)cc2)CC1 (centres undefined)
    1.2 | -0.5 | -7.4 | -3.3 | 0.2 | 1.6 | -4.1 | 1.0 | 93.0 | 6.1
COc1cccc(C(=O)O/N=C2\CCS(=O)(=O)c3sccc32)c1
    -2.7 | -3.5 | 6.2 | 0.8 | -0.2 | 0.7 | -20.4 | -2.4 | 100.0 | 11.7
COc1ccc(OCC(=O)N2CCN(C(=O)c3ccccc3)CC2)cc1
    11.5 | -0.3 | 0.7 | -2.1 | -1.5 | 5.7 | -4.4 | 5.4 | 103.0 | -3.1
Cc1ccccc1-n1c(SCC(=O)N2CCC(C(=O)O)CC2)nnc1-c1ccncc1
    5.8 | 4.4 | 6.9 | -0.1 | 0.0 | -6.7 | 0.0 | -2.7 | 99.0 | 17.5
Cc1ccc(C(=O)Nc2nnc(COc3ccccc3)s2)cc1
    -1.8 | -0.8 | -1.2 | 6.8 | 1.6 | 2.8 | -19.4 | 1.0 | 102.0 | 15.8
COC(=O)C[C@@H]1CC[C@@H](NC(=O)NC2CCCC2)[C@@H](CO)O1
    1.1 | . | . | 2.7 | . | . | -5.7 | -7.1 | . | .
CSc1ccc(S(=O)(=O)NCC(=O)OCC(=O)N(C)CC(=O)Nc2ccccc2Cl)cc1[N+](=O)[O-]
    -11.9 | 0.6 | 1.9 | -5.2 | 1.6 | 7.1 | -5.5 | 11.4 | 100.0 | 6.0
Cc1ccc(-c2nc3cc(C)c(Br)c(C)n3c2CC(C)(C)C)cc1
    1.4 | . | . | -1.9 | 1.7 | -4.1 | -6.0 | -9.8 | 101.0 | .
O=C(NC1=NCCS1)c1cc(Cl)ccc1Cl
    4.6 | 0.0 | 4.5 | -8.8 | 1.4 | 0.0 | 2.9 | 13.5 | 94.0 | 4.0
CCC(C)NC(=S)Nc1ccccc1 (centres undefined)
    1.5 | -0.3 | 10.6 | -12.2 | 0.7 | -3.5 | -4.1 | -3.0 | 93.0 | -3.3
O=C(O)CC12CC3CC(C1)CC(n1ncc(N4CCC5(CC4)OCCO5)c(Cl)c1=O)(C3)C2
    1.8 | -1.5 | -3.0 | -2.6 | -0.1 | 3.9 | -1.2 | 0.7 | 98.0 | 25.3
Cc1onc(-c2c(F)cccc2Cl)c1C(=O)N(Cc1ccccc1)C(C)C
    0.1 | 1.1 | 12.7 | 13.4 | -1.1 | 4.9 | -3.6 | -4.4 | 91.0 | 5.7
CCc1ccc(/C=N/NC(=O)c2cc(-c3ccccc3OC)nc3ccccc23)s1
    -7.2 | 0.1 | -0.7 | 9.6 | -3.5 | -4.0 | -4.1 | 4.9 | 94.0 | 20.3
COC(=O)N(C)C[C@H]1OCc2cn(nn2)CCCC(=O)N([C@@H](C)CO)C[C@@H]1C
    2.7 | . | . | -0.2 | 4.3 | 3.6 | -7.2 | 4.3 | 100.0 | .
COc1ccc(-c2noc(Cn3cc(S(=O)(=O)N4CCCC4)ccc3=O)n2)cc1
    -6.3 | 0.3 | 5.3 | -1.1 | 0.3 | -0.6 | -6.6 | 8.6 | 102.0 | 4.5
CCCC(O)(c1ccc(Br)cc1)C(CN1CCOCC1)c1ccc(Cl)cc1 (centres undefined)
    10.4 | 1.3 | 1.3 | 5.6 | -7.7 | -8.9 | -13.8 | -2.6 | 97.0 | 8.2
CC1Cc2ccccc2N1C(=O)CSc1nnc2c(n1)[nH]c1ccccc12 (centres undefined)
    4.9 | -1.9 | -0.8 | -0.8 | -2.8 | 1.6 | -5.5 | 5.7 | 90.0 | 0.5
CCOc1ccc(-c2cc(C(=O)NCCCn3ccnc3)c3cc(Br)ccc3n2)cc1
    -4.3 | 2.2 | -2.2 | 79.3* | -12.7 | -22.3 | . | 12.0 | 92.0 | 1.3
CCN(CC)S(=O)(=O)c1ccc2nc(COC(=O)c3n[nH]c4ccccc34)[nH]c2c1
    -3.1 | 1.4 | 7.3 | -5.6 | -0.1 | -5.7 | -4.7 | -6.0 | 98.0 | 11.9
CCOc1ccc(NC(=O)CSc2nnc(C(C)C)n2CC)cc1
    -3.8 | -0.4 | 7.6 | -4.2 | -0.4 | -2.8 | -6.1 | 4.9 | 93.0 | 18.8
CN(Cc1ccccc1)C(=O)CSc1nc2c(c(C(F)(F)F)n1)CCc1ccccc1-2
    0.5 | -1.6 | 0.5 | 3.1 | 1.7 | -18.9 | . | 1.0 | 95.0 | 5.5
N=c1oc2c3c4c(cc2cc1C(=O)Nc1ccccc1)CCCN4CCC3
    9.2 | 0.7 | -3.7 | 31.7 | -2.6 | 25.4 | . | 7.2 | i | -2.1
Cc1nnc(Cc2ccccc2)c2n[nH]c(C)c12
    9.9 | -1.2 | -16.4 | -1.0 | 4.2 | 1.8 | -16.1 | 2.7 | 94.0 | 4.6
Cc1cn([C@H]2C[C@H](O)[C@@H](CCC(=O)NCCc3c[nH]c4ccccc34)O2)c(=O)[nH]c1=O
    2.2 | -3.3 | 3.2 | -1.2 | 0.9 | 7.3 | -2.3 | -3.9 | 96.0 | 2.4
CCCC(=O)Nc1cc(OC)c(C(=O)OC)cc1Cl
    3.6 | 1.5 | 1.4 | 0.4 | -0.2 | 13.9 | -1.2 | 6.8 | 99.0 | 13.3
CCOC(=O)c1[nH]nc(-c2cc(CC)c(O)cc2O)c1-c1cscn1
    2.5 | -0.7 | 10.8 | -1.7 | -0.4 | 2.3 | -7.0 | 7.1 | 99.0 | 3.5
CC(C)C(NS(=O)(=O)c1cccc2nsnc12)C(=O)N1CCCCC1 (centres undefined)
    5.3 | -0.1 | -6.1 | -3.4 | 2.2 | 3.7 | -6.2 | 0.7 | 102.0 | 6.8
O=C(O)CNS(=O)(=O)/C=C/c1ccccc1
    -1.9 | -0.7 | 1.2 | 7.5 | 2.4 | -6.2 | -4.3 | -3.0 | 109.0 | -1.5
O=C1/C(=C/c2ccccn2)SC(=S)N1Nc1ncc(C(F)(F)F)cc1Cl
    2.3 | -0.9 | 3.8 | -3.9 | -5.5 | 3.9 | -5.4 | -10.0 | 97.0 | 3.1
Cc1cc(/C=N/NS(=O)(=O)c2ccc(F)c(Cl)c2)no1
    4.9 | -1.7 | 2.4 | 0.0 | 5.4 | -0.6 | -3.5 | 1.4 | 102.0 | 1.5
CC(=O)N1CCN(CC(=O)Nc2cc(S(=O)(=O)N3CCCCC3)ccc2C)CC1
    2.9 | -1.7 | -6.6 | -2.9 | 0.5 | 10.4 | -5.7 | 2.1 | 101.0 | 8.9
COc1ccc(NC(=O)CSc2nnc(Cc3ccccc3)o2)c(OC)c1
    1.6 | 0.5 | 11.7 | -1.0 | 1.6 | -0.7 | -6.5 | -8.3 | 98.0 | 4.3
Cc1cc2c(c(SCC#N)n1)C(=O)OC2
    2.3 | -1.9 | 5.1 | -3.8 | 0.4 | 0.9 | -3.3 | -1.2 | 105.0 | -0.6
Cc1cc2cc(CN(CC3CCCO3)C(=S)NCc3ccco3)c(=O)[nH]c2cc1C (centres undefined)
    -2.2 | -0.5 | 2.9 | 2.4 | 3.2 | -6.6 | -4.9 | 8.4 | 97.0 | -1.8
CCSc1nnc(NC(=O)C2(C)Cc3ccccc3C(=O)O2)s1 (centres undefined)
    1.3 | -1.5 | 4.8 | 1.8 | -0.2 | -1.4 | -7.5 | -5.9 | 96.0 | 8.1
CCOn1c(=O)c(=O)n(OCc2ccccc2)c2ccccc21
    1.9 | -0.1 | -6.4 | -0.2 | -1.4 | 4.2 | -5.5 | -3.0 | 92.0 | 2.5
CN(C)c1ncc(C(=O)O)cn1
    0.6 | 0.4 | 0.6 | -2.3 | 0.8 | -1.6 | -6.3 | 2.5 | 99.0 | -5.8
CN(c1ccccc1C(=O)N1CCN(c2cccc(Cl)c2)CC1)S(C)(=O)=O
    -2.6 | -0.6 | -6.8 | -0.8 | 0.2 | 5.4 | -7.5 | -1.2 | 104.0 | -6.1
O=C(N/C(=C\c1ccc(Br)cc1)C(=O)N1CCCC1)c1cccs1
    -4.2 | 1.6 | 0.1 | 0.9 | -2.7 | 0.9 | 8.7 | -2.9 | 104.0 | 0.2
CCOc1ccc(CCNC(=O)CN2C(=O)NC3(CCCCC3)C2=O)cc1OCC
    -3.9 | -2.6 | -3.4 | 0.7 | -1.2 | -1.8 | -2.1 | -7.7 | 91.0 | 11.9
CCNC(=S)N(Cc1ccco1)Cc1cc2cc3c(cc2[nH]c1=O)OCCO3
    5.2 | -0.9 | -11.0 | 0.4 | 12.4 | 8.4 | -6.0 | 0.8 | 97.0 | -1.6
O=C(NN1CCOCC1)c1cccc(F)c1
    2.1 | 0.1 | -0.7 | 12.5 | 0.5 | 3.8 | -4.0 | -4.5 | 101.0 | 15.1
CCOc1cc(C(N)=O)cc(Br)c1OCC
    -2.1 | -0.7 | 5.2 | 0.3 | -5.4 | 4.1 | -7.6 | 0.5 | 99.0 | -4.6
CCC(C(=O)Nc1ccc2[nH]ncc2c1)c1ccccc1 (centres undefined)
    7.6 | -1.6 | -0.6 | -1.8 | -0.9 | -4.8 | -3.6 | 1.1 | 108.0 | 14.2
CN1/C(=C/C=N/n2cnnc2)C(C)(C)c2ccccc21
    -0.7 | 0.2 | 10.5 | 2.9 | 0.9 | -13.6 | -8.9 | 4.0 | 252.0 | -3.1
COc1ccc(Cn2c(=O)[nH]c3cc(C(=O)N4CCN(c5ccc(OC)cc5)CC4)ccc3c2=O)cc1
    5.5 | -1.6 | 14.2 | -3.8 | -1.3 | -6.2 | . | -1.2 | 96.0 | 1.2

As a short view, some entries already given:
Screens in order: HTR2A ag | MC4R barr agon | PDI inh | Exocytosis inh | N-glyco inh | Cardio protect | CaV13 FRET inh | ABHD5 PLIN5 PPI | ABCB6 inh MLPCN | MC4R antag cAMP
COC(=O)C[C@@H]1CC[C@@H](NC(=O)NC2CCCC2)[C@@H](CO)O1
    1.1 | . | . | 2.7 | . | . | -5.7 | -7.1 | . | .
CSc1ccc(S(=O)(=O)NCC(=O)OCC(=O)N(C)CC(=O)Nc2ccccc2Cl)cc1[N+](=O)[O-]
    -11.9 | 0.6 | 1.9 | -5.2 | 1.6 | 7.1 | -5.5 | 11.4 | 100.0 | 6.0
